M4 ag – agonists of human muscarinic M4 receptor (CHRM4) | CHO-K1 hM4/Gqi5, Fluo-8 calcium fluorescence; vehicle 0%, full acetylcholine response 100% | activation, % at 3 µM | 360,000 tested, 0.14% active | AID 624127;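 active = activation above the run mean over all test wells plus 3 SD, cut at about 32% in these data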;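 also: peak over basal fluorescence ratio per well then scaled between controls; 0% = DMSO wells and 100% = acetylcholine at EC100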
CHRM4 antagonist – blocks acetylcholine activation of human M4 receptor | P08173 | CHO-hM4 cells, ACh EC80, Fluo-8 calcium fluorescence | inhibition, % at 3 µM | 360,000 tested, 0.73% active;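 active = inhibition above its plate's cutoff, the mean inhibition of sample wells plus 3 SD, cut at about 27% in these data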;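 also: 0% = acetylcholine EC80 with DMSO and 100% = DMSO without agonist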
M1 antag – human CHRM1 antagonism | P11229 | CHO-K1 hM1, Fluo-8 calcium fluorescence, ACh EC80 antagonist | inhibition, % at 3 µM | 360,000 tested, 1.3% active | AID 588852;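 active = percent inhibition above its own plate's cutoff, namely the mean of that plate's compound wells plus 3 SD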;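 also: peak over basal fluorescence ratio during 140 s after agonist addition; 0% = ACh EC80 plus DMSO and 100% = DMSO alone without agonist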
Target sequence (P11229 whole entry, looked up): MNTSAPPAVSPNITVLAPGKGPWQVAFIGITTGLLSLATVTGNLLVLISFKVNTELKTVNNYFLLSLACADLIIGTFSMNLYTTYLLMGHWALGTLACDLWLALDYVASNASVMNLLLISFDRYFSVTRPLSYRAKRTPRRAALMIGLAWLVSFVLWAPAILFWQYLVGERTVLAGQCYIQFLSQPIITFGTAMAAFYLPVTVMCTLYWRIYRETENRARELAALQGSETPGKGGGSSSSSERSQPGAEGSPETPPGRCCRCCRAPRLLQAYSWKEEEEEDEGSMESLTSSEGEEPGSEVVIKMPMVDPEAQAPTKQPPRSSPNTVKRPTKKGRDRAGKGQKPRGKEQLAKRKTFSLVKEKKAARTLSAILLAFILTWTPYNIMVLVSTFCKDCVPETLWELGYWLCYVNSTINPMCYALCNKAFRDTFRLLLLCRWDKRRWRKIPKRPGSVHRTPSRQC
OXTR potentiate – potentiators of human oxytocin receptor; P30559; CHO-OTR cells, Fluo-8 calcium fluorescence, potentiator mode; 0% = oxytocin EC15, 100% = EC100; activation, % at 3 µM; 320,000 tested, 0.061% active; AID 2445;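 active = activation above that plate's cutoff, the mean activation of tested compounds plus 3 SD, cut at about 6.6% in these data, passing the limit was not always enough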;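 also: 100% uses oxytocin at 75 nM as the full agonist control; some results filed as inactive read as strong as hits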
Target sequence (P30559 whole entry, looked up): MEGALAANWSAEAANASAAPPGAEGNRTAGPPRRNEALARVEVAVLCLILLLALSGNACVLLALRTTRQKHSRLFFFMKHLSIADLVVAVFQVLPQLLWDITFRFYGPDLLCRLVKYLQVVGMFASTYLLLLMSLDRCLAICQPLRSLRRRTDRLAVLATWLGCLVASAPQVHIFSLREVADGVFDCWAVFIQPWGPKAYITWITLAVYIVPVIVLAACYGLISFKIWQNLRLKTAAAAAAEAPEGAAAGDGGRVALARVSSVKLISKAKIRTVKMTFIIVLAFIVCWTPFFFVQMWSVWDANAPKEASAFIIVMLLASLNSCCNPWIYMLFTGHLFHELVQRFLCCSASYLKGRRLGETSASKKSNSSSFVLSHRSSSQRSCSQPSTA
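Dosing: Single dose, 3.0 µM nominal final compound concentration | Material: Human OTR in CHO cells | Technique: Kinetic Fluo-8 calcium fluorescence | Benchmarks: EC15 oxytocin alone as 0%, 75 nM oxytocin as 100% | Probe or stimulus: Oxytocin at about EC15, sub-maximal agonist stimulus | Incubation: Compound 6 min at room temperature before oxytocin, 100 s read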
CHO-K1 Ca ag – nonselective activator or artifact in parental CHO-K1 cells | Fluo-8 calcium fluorescence; scaled to maximal ATP response, vehicle zero | activation, % at 3 µM | 360,000 tested, 0.48% active; in the data active = activation above about 15%;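 also: untransfected CHO-K1 host cells lacking M1 receptor as counterscreen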
M1 PAM – potentiates human M1 receptor response to acetylcholine; P11229; CHO-K1 hM1, Fluo-8 calcium fluorescence, ACh EC20; 0% = ACh EC20, 100% = maximal ACh; activation, % at 3 µM; 360,000 tested, 0.088% active; AID 588819; in the data active = activation above about 19%, passing the limit was not always enough
M1 ag – human M1 muscarinic receptor agonism. P11229. CHO-K1 hM1, Fluo-8 calcium fluorescence, agonist mode; 0% DMSO, 100% acetylcholine EC100. activation, % at 3 µM. 360,000 tested, 0.33% active;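 active = activation above the run's mean compound activation plus 3 SD, cut at about 16% in these data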;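 also: peak over basal fluorescence ratio within a 140 s kinetic read after compound addition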
CHO parental Ca – counter-screen: ATP calcium response change in parental CHO cells; AID 463079; 330,000 tested, 0.63% active; inhibition, % at 5.6 µM; parental CHO-K1, ATP-induced calcium, Fluo-8 fluorescence;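 active = inhibition above that plate's mean sample inhibition plus 3 SD, cut at about 26% in these data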;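 also: 0% = ATP-challenged DMSO wells and 100% = DMSO wells without ATP; some compounds past the cut are filed as inactive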
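Test system: parental CHO cells; detection: calcium-sensitive Fluo-8 fluorescence; evaluation: percent inhibition of calcium signal; also added: ATP as calcium-mobilizing challenge; repeats: one well per compound; control set: ATP-challenged DMSO wells low, unchallenged DMSO wells high; compound: single nominal dose of 5.6 µM per compound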
CHO-K1 Ca antag – nonselective inhibitor or artifact in parental CHO-K1 cells | ATP-induced calcium, Fluo-8 fluorescence | inhibition, % at 3 µM | 360,000 tested, 0.6% active;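 active = inhibition above a per-plate cutoff, the plate's mean sample inhibition plus 3 SD, cut at about 24% in these data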;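 also: 0% = DMSO plus EC80 ATP and 100% = DMSO alone without ATP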
* marks the source's active call; other numbers are inactive results; . = no result given. The list is partial, so the mix of outcomes need not match the whole.

Keys: A = M4 ag; B = CHRM4 antagonist; C = M1 antag; D = OXTR potentiate; E = CHO-K1 Ca ag; F = M1 PAM; G = M1 ag; H = CHO parental Ca; I = CHO-K1 Ca antag
NCC(=O)c1ccccc1
  A: 1; B: 2; C: -21; D: .; E: 0.5; F: -1; G: 3; H: .; I: -10

CC(=O)OC1C2(CC3N4C(=O)C5(CO)SSC4(CC31O)C(=O)N5C)OC(C)C(C)(C)C2=O (configuration not stated)
  A: 2; B: -10; C: -26; D: .; E: 1.1; F: 16; G: 0; H: .; I: -11

CCC(C)C1N=C(c2ccccc2)c2cc(Cl)ccc2N(CC(=O)NCc2ccco2)C1=O (configuration not stated)
  A: -1; B: -15; C: -4; D: -4; E: 0.0; F: 3; G: -2; H: -5; I: -2

CCOc1ccccc1-n1c(O)c(C=Nc2ccc(N(CC)CC)cc2)c(=O)[nH]c1=O
  A: 2; B: 10; C: 1; D: -9; E: 1.5; F: 1; G: -3; H: -9; I: -3

CCc1ccccc1NC(=O)CNCc1ccccc1
  A: 3; B: -9; C: -1; D: -9; E: 0.8; F: 2; G: -8; H: 2; I: -11

O=Cc1cn(Cc2ccc(F)cc2Cl)c2ccccc12
  A: 5; B: -1; C: 12; D: -8; E: 6.2; F: -7; G: -1; H: 8; I: -2

Cc1nn(C)c(C)c1P(=S)(c1c(C)nn(C)c1C)N(C)C
  A: 2; B: 1; C: -6; D: -2; E: 0.4; F: 6; G: -5; H: -2; I: -23

CC(=O)NCC(=O)Nc1ccc(Br)cc1C(=O)c1ccccc1
  A: 1; B: -4; C: -24; D: -8; E: 0.8; F: 23; G: -1; H: 2; I: -14

Cn1cc(C(=O)N2CCC3(CC2)OCCO3)c2c3ccccc3n(C)c2c1=O
  A: 0; B: -16; C: -8; D: -2; E: 3.1; F: 5; G: -2; H: -6; I: -22

CC(C(=O)c1c[nH]c2ccccc12)N1CCOCC1 (configuration not stated)
  A: 0; B: -10; C: -16; D: 0; E: 0.4; F: 8; G: -4; H: -20; I: -7

Cc1cccc(NC(=O)COC(=O)c2cc(C)n(C3CC3)c2C)c1
  A: 3; B: -8; C: 5; D: -2; E: 0.8; F: 3; G: -4; H: -19; I: 9

Cn1c(O)c(C=NCCc2c[nH]c3ccccc23)c(=O)n(C)c1=O
  A: 5; B: 14; C: 4; D: 1; E: 1.8; F: -3; G: -2; H: -4; I: 12

O=[N+]([O-])c1ccc(C(=Nc2ccccc2)N2CC2)cc1
  A: 1; B: -16; C: -8; D: .; E: 1.0; F: 1; G: -8; H: .; I: -19

COC(=O)C1=C(c2ccc(S(C)(=O)=O)cc2)C[C@@H]2CC[C@H]1N2C(=O)NCCO
  A: 0; B: -2; C: -6; D: 5; E: -0.3; F: -4; G: -4; H: -10; I: 4

CCC(C)n1c(O)c(C=Nc2cccc(C(F)(F)F)c2)c(=O)[nH]c1=S (configuration not stated)
  A: 1; B: 5; C: -2; D: 3; E: 3.1; F: 8; G: -5; H: -5; I: -1

Cc1ccc(C(=O)NC(O)C(Cl)(Cl)Cl)cc1 (configuration not stated)
  A: 1; B: 3; C: -4; D: -5; E: 1.4; F: 11; G: -7; H: -4; I: 0

Cc1ccsc1C(=O)C1CCCN(Cc2ccn[nH]2)C1 (configuration not stated)
  A: 0; B: -6; C: 0; D: 1; E: 0.8; F: -2; G: -8; H: 0; I: -7

COc1ccc(NC(=O)c2cn(CCC#N)nc2-c2ccccc2)cc1
  A: 0; B: 0; C: -16; D: -14; E: -0.2; F: 17; G: 3; H: -10; I: 18

CC(C(=O)c1ccc(Cl)cc1Cl)n1cncn1 (configuration not stated)
  A: 1; B: -3; C: -4; D: 3; E: -0.8; F: 4; G: -4; H: 2; I: -5

O=c1c2ccccc2nc(CNCC2CCCO2)n1-c1ccc(F)cc1 (configuration not stated)
  A: 1; B: -2; C: 2; D: -15; E: 0.1; F: 2; G: -4; H: -12; I: -13

CN(C)CCN=Cc1c(O)n(CCC2=CCCCC2)c(=O)[nH]c1=O
  A: 1; B: 6; C: 6; D: -5; E: 0.0; F: -6; G: -9; H: -14; I: -17

CC(C)(C)NC(=O)CN1CCCN(C(=O)COc2ccc(Cl)c3ccccc23)CC1
  A: 8; B: 2; C: -5; D: -7; E: 2.5; F: -1; G: -3; H: -29; I: -12

O=C(N/N=C/c1c(O)n(C2CC2)c(=S)[nH]c1=O)c1ccccc1
  A: 1; B: -6; C: -8; D: -2; E: 0.4; F: 7; G: -3; H: -6; I: 6

CC1=NN=C(c2ccc(N)cc2)c2cc3c(cc2C1)OCO3
  A: 0; B: -4; C: -23; D: -7; E: 0.6; F: 3; G: -3; H: -1; I: -6

O=C1NCN(c2ccccc2)C12CCN(C(c1cccc3ccccc13)c1nnnn1C1CCCC1)CC2 (configuration not stated)
  A: 1; B: -15; C: -9; D: .; E: -0.3; F: 13; G: 8; H: .; I: 4

CCOC(=O)C1(c2ccccc2)CCN(CC(=O)c2ccc(NC(C)=O)cc2)CC1
  A: 2; B: -6; C: 9; D: .; E: 0.0; F: -1; G: -7; H: .; I: 8

Cc1c(NC(=O)C(C)OC(=O)Cc2ccccc2)c(=O)n(-c2ccccc2)n1C (configuration not stated)
  A: 0; B: 7; C: -9; D: 5; E: 0.2; F: 6; G: -6; H: -2; I: -2

O=[N+]([O-])c1ccc(Cl)cc1
  A: 1; B: -5; C: -12; D: 6; E: 1.8; F: 12; G: -1; H: -5; I: -17

COCCOC(=O)C1=C(C)OC(N)=C(C(=O)OC)C12C(=O)Nc1ccccc12 (configuration not stated)
  A: 1; B: -3; C: 13; D: -10; E: 0.2; F: -3; G: -1; H: 4; I: -1

COCCCn1c(N)c(C(=O)Nc2sc3c(c2C(=O)OC)CCCC3)c2nc3ccccc3nc21
  A: 12; B: 4; C: 8; D: -1; E: 4.8; F: -7; G: -2; H: 2; I: -3

CCCCn1c(O)c(C(C)=NCc2ccc3c(c2)OCO3)c(=O)[nH]c1=O
  A: 2; B: 0; C: -13; D: -7; E: 5.4; F: 5; G: 2; H: -29; I: -7

COc1ccc(C(c2nnnn2-c2c(C)cccc2C)N2CCC(n3c(=O)[nH]c4ccccc43)CC2)cc1 (configuration not stated)
  A: -1; B: -18; C: -6; D: .; E: -0.7; F: -4; G: -3; H: .; I: -7

COC(=O)C1=C(c2ccc(Cl)c(C(F)(F)F)c2)C[C@@H]2CC[C@H]1N2C(=O)NCCO
  A: 3; B: 5; C: 0; D: 1; E: 0.0; F: -1; G: -8; H: -9; I: -13

CN1CCN(Cc2ccc(N)cc2)CC1
  A: 0; B: -3; C: -4; D: -1; E: 0.4; F: 6; G: -5; H: -6; I: -6

O=C(O)C1C2CC3CC(C2)CC1(n1ncc(N2CCC4(CC2)OCCO4)c(Cl)c1=O)C3 (configuration not stated)
  A: 0; B: -2; C: -17; D: 0; E: 0.0; F: 8; G: -4; H: -4; I: -6

CCCC(CCC)C(=O)OC[N+](C)(C)CCOC(=O)C(O)(c1ccccc1)C1CCCC1 (configuration not stated)
  A: 1; B: 97*; C: 99*; D: -15; E: 0.4; F: -31; G: -12; H: -4; I: 0

CCNCCNc1ccc([N+](=O)[O-])c2cccnc12
  A: 1; B: 0; C: -16; D: -3; E: 1.3; F: 8; G: -7; H: -15; I: -11

COc1cc2c(cc1OC)[C@@H]1C(=O)c3ccc4c(c3O[C@@H]1CO2)C[C@H](C(C)C)O4
  A: 10; B: 18; C: 34; D: -14; E: 10; F: -10; G: 2; H: 60*; I: 29*

CCn1ccnc1CN1CCCC(C(=O)c2cc(Cl)ccc2OC)C1 (configuration not stated)
  A: 10; B: -10; C: -2; D: -18; E: 5.8; F: -14; G: -10; H: -11; I: -2

CCC(N)Cc1c[nH]c2ccccc12 (configuration not stated)
  A: 1; B: -8; C: -9; D: .; E: 1.9; F: 8; G: -4; H: .; I: -8

COc1nc2ccccc2c(=O)n1-c1ccc(Cl)cc1
  A: 1; B: 5; C: 5; D: -9; E: 1.7; F: 1; G: -8; H: -5; I: -1

N/C(=N\N=C/c1ccc(-c2ccc(O)c(C(=O)O)c2)o1)N[N+](=O)[O-]
  A: 0; B: 0; C: -10; D: -1; E: 0.0; F: 8; G: -2; H: 0; I: -13

CCOC(=O)c1ccc(N2C(=O)CC(N3CC=C(c4ccc(F)cc4)CC3)C2=O)cc1 (configuration not stated)
  A: 1; B: 3; C: 16; D: -3; E: 0.2; F: -12; G: -7; H: 11; I: 11

CN(C)CC1CSCCC1(O)c1cccc(Cl)c1 (configuration not stated)
  A: 1; B: 5; C: -7; D: -2; E: 1.1; F: 5; G: -5; H: -5; I: -8

Cc1ccc(S(=O)(=O)N(C)N=O)cc1
  A: 0; B: -4; C: 1; D: -2; E: -0.1; F: -9; G: -2; H: -2; I: 9

COC(=O)c1cn(C(=O)c2cccc3ccccc23)c2ccccc12
  A: -1; B: 5; C: -9; D: -9; E: 0.9; F: 8; G: -2; H: -34; I: -11

CNC(C)Cc1ccccc1 (configuration not stated)
  A: 1; B: -7; C: -2; D: -1; E: 0.5; F: -2; G: -1; H: -11; I: -15

O=c1cccc2n1CC1CC2CN(S(=O)(=O)c2ccc(F)cc2)C1 (configuration not stated)
  A: 1; B: -1; C: 0; D: -6; E: -0.4; F: 1; G: -4; H: -6; I: -4

O=C(COc1ccc(Cl)cc1)NC1CN2CCC1CC2 (configuration not stated)
  A: 1; B: 12; C: 45*; D: -1; E: 0.5; F: -19; G: -5; H: -10; I: -3

O=C(NN=Cc1ccc(N(CCCl)CCCl)cc1)c1cccc([N+](=O)[O-])c1
  A: 1; B: 1; C: 0; D: .; E: -0.3; F: -3; G: -3; H: .; I: -2

Compounds shown so far with a nitro group on carbon:
Keys: A = M4 ag; B = CHRM4 antagonist; C = M1 antag; D = OXTR potentiate; E = CHO-K1 Ca ag; F = M1 PAM; G = M1 ag; H = CHO parental Ca; I = CHO-K1 Ca antag
O=[N+]([O-])c1ccc(C(=Nc2ccccc2)N2CC2)cc1
  A: 1; B: -16; C: -8; D: .; E: 1.0; F: 1; G: -8; H: .; I: -19

O=[N+]([O-])c1ccc(Cl)cc1
  A: 1; B: -5; C: -12; D: 6; E: 1.8; F: 12; G: -1; H: -5; I: -17

CCNCCNc1ccc([N+](=O)[O-])c2cccnc12
  A: 1; B: 0; C: -16; D: -3; E: 1.3; F: 8; G: -7; H: -15; I: -11

O=C(NN=Cc1ccc(N(CCCl)CCCl)cc1)c1cccc([N+](=O)[O-])c1
  A: 1; B: 1; C: 0; D: .; E: -0.3; F: -3; G: -3; H: .; I: -2

Bioassay records from PubChem BioAssay.
